C8 TRAIL sens – caspase-8 TRAIL sensitization | NB7+C8 cells + TRAIL, ATPlite viability luminescence | inhibition (viability loss, TRAIL sensitization), % at 10 µM | AID 624354 | 360,000 tested, 1% active;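 active = compounds causing at least 50% loss of cell viability in the single-dose screen, relative to plate controls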
NR2E3 ag-1 – agonists of human nuclear receptor NR2E3. Q9Y5X4. GST-NR2E3/biotin-RetCOR TR-FRET, 1536-well. inhibition of corepressor binding, % at 4.78 µM. 320,000 tested, 0.12% active. AID 2300;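 active = percent inhibition above the cutoff of mean plus 3 SD of all tested compounds, set per screening campaign, cut at about 20% in these data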;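 also: 0% = DMSO wells and 100% = biotin wells as full block of FRET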
Target sequence (Q9Y5X4 whole entry, looked up): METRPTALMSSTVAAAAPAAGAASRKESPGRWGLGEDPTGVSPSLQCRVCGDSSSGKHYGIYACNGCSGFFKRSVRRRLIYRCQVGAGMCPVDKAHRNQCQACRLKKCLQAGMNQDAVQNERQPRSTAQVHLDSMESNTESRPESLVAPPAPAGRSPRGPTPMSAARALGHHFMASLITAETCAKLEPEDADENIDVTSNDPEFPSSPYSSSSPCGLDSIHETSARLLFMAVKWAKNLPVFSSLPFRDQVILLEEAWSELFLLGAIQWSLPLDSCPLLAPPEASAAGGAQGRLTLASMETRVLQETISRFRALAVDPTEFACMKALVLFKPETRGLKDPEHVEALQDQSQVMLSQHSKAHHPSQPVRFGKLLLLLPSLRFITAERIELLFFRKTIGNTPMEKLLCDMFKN
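Test system – NR2E3–RetCOR corepressor complex · Quantity – NR2E3 fusion 1.35 nM · Buffer or medium – Tris pH 7.5 · Incubation – Compound–protein incubation for 5 h at 4 °C · Technique – TR-FRET, Eu(K)-anti-GST donor, streptavidin-D2 acceptor, ex 340, em 617/671 nm · Evaluation – percent inhibition of 671/617 nm emission ratio versus biotin and DMSO controls · Plate – 1536-well format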
HIF-2a inh – blocks HIF-2a reporter activity | 786-0 RCC cells HIF-2a reporter, luciferase luminescence, overnight | inhibition, % at 18.8 µM | 360,000 tested, 0.72% active;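 active = inhibition of the luminescence signal of 40% or more relative to plate controls, in a single-dose primary screen at 18.75 µM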
Shn3 3UTR inh – Schnurri-3 reporter inhibition in Clone20 osteoblasts; Clone20 osteoblast Shn3 3'UTR firefly luciferase, 24 h; inhibition, % at 12.5 µM; 360,000 tested, 0.52% active; AID 588674;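 active = mean inhibition of at least 75% with every replicate also reaching 75%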;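 also: 0% = median of neutral control wells and 100% = pilot-screen positive control compound; some compounds past the cut are filed as inactive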
NR2E3 ag-2 – agonists of human NR2E3 nuclear receptor. 360,000 tested, 0.35% active. Q9Y5X4. AID 602229. CHO-S Gal4-NCOR/VP16-NR2E3 two-hybrid, luciferase. inhibition of corepressor binding, % at 3.98 µM;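 active = inhibition above the mean of all tested compounds plus 3 SD, cut at about 70% in these data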;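 also: 0% = DMSO with NR2E3 transfected cells and 100% = cells lacking NR2E3 construct; higher means lower luciferase signal from less NR2E3 corepressor binding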
MITF TRPM1 inh – inhibitors of MITF-driven TRPM1 promoter in melanoma cells. SK-MEL-5 TRPM1 promoter luciferase, 24 h. inhibition, % at 12.5 µM. 330,000 tested, 0.83% active. AID 488899;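 active = mean inhibition across replicates of 60% or more, whatever share of single replicates reaches that level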; also: values of inactives mirror those of a sister screen read the other way
TROY NFkB inh – inhibitors of TROY-dependent NF-kB signaling | Q293 LMP1-TROYcd NF-kB luciferase reporter, 4 h | inhibition, % at 10 µM | 360,000 tested, 0.98% active | AID 1347056;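 active = compounds whose plate-normalised and pattern-corrected inhibition of the luciferase reporter signal at the single screening dose is 50% or more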
CF NFkB block – inhibitors of cystic fibrosis induced NF-kB; KKLEB NF-kB-GFP reporter, PAF-induced, GFP fluorescence overnight; 360,000 tested, 0.86% active; inhibition, % at 5 µM;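 active = at least 50% inhibition at 5 µM, scaled per plate between neutral and stimulator controls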;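 also: PAF is a Pseudomonas aeruginosa culture filtrate used as stimulus; plate controls were PAF-stimulated DMSO wells for no effect and unstimulated DMSO wells for full effect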
TWEAK Fn14 block – inhibitors of TWEAK-Fn14 interaction signaling. 360,000 tested, 2% active. TWEAK-stimulated Fn14 reporter cells, luciferase luminescence, 8 h. AID 1159606. inhibition, % at 10 µM; in the data active = inhibition above about 50%
Peg3 promoter – reduces Peg3 promoter-driven luciferase expression in HeLa; HeLa PEG-Prom luciferase reporter, luminescence, overnight; inhibition, % at 20 µM; 360,000 tested, 1.7% active; AID 588405;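 active = inhibition of at least 50% at 20 µM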
KKLEB cytotox – CF airway cell cytotoxicity counter-screen; AID 602141; 360,000 tested, 0.36% active; activity change (cytotoxicity), % at 5 µM; KKLEB CF airway cells viability, ATPlite luminescence, overnight; active compounds read low; cells stimulated with P. aeruginosa culture filtrate;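 active = corrected activity change at or below -50% at 5 µM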
* = called active by the depositor; nt = no result given.

SMILES	C8 TRAIL sens	NR2E3 ag-1	HIF-2a inh	Shn3 3UTR inh	NR2E3 ag-2	MITF TRPM1 inh	TROY NFkB inh	CF NFkB block	TWEAK Fn14 block	Peg3 promoter	KKLEB cytotox
CCc1ccc(C(=O)CSc2n[nH]c(C)n2)cc1	-7	-1	-57	-1	-6	-33	12	-11	0	-89	-4
Cc1cccc(NC(=O)COc2ccc3oc4c(c3c2)CCCC4)n1	-6	2	-148	-20	-12	-18	-10	-10	-13	-94	-4
CN1CCN(C(=O)C(N)Cc2ccccc2)CC1 (configuration not stated)	7	-3	13	-4	-10	0	7	2	2	3	13
CCOC(=O)CSc1n[nH]c(NC(=O)c2cccc(C)c2)n1	-8	1	-11	1	-36	8	13	-7	8	-2	13
Cc1ccc(/C=C2\SC(=S)N(CCCC(=O)NNC(=O)c3ccccc3O)C2=O)cc1	11	0	91*	87*	69	nt	69*	2	87*	80*	-6
CCOC(=O)c1c(NC(=O)CSc2nnc(-c3ccccc3C)n2C)sc(C(C)=O)c1C	-4	2	-10	50	13	1	19	-8	-2	10	13
CCNC(=O)N1CCN(S(=O)(=O)c2ccc3c(c2)OCCCO3)CC1	-4	1	-1	19	-18	nt	12	3	22	9	-1
CC(=O)Nc1ccc2c(c1)C(=Nc1cccc(C)c1)c1ccccc1-2	-1	nt	-79	-10	-20	-10	-24	-3	-7	-44	5
NC(=O)C(=O)N/N=C/c1c2ccccc2cc2ccccc12	-22	-2	13	5	16	22	-6	-34	0	8	-10
CCCc1nc2ccccc2c(=O)n1/N=C/c1ccccc1O	10	-2	-3	37	-13	-1	3	5	14	17	-13
O=C(c1ccccc1)c1ccc(C(=O)N2CCCC(C(F)(F)F)C2)cc1 (configuration not stated)	0	1	1	-15	-8	0	8	1	-2	-3	-6
Cc1csc2ncnc(N3CCN(C(=S)Nc4ccc(F)cc4F)CC3)c12	1	1	24	40	61	nt	90*	33	54*	16	-5
COc1ccc(CN2CCN(C(=O)CC(C)C)CC2)cc1	4	1	18	-4	-1	1	10	3	29	7	-3
Cn1c(N2CCCCC2)nc2c1c(=O)[nH]c(=O)n2C	-23	0	15	-5	21	-8	19	-1	-4	5	9
COC(=O)c1ccc(NS(=O)(=O)c2c(C)[nH]c(C)c2C(=O)N2CCCC2)cc1	4	0	7	-22	-7	5	-13	-4	0	5	0
Cc1ccc(C(=O)NC(=S)Nc2cccnc2Cl)cc1	24	7	-156	-52	-85	-151	44	-31	73*	-380	16
CCOc1cccc(-c2c(C(=O)N/N=C/c3cccs3)nnn2-c2nonc2N)c1	-26	4	4	25	9	-6	8	23	-1	15	-6
C=CCSc1nnc(CSc2nc3sc4c(c3c(=O)[nH]2)CCCC4)n1-c1ccccc1	-2	nt	-13	3	9	-3	1	4	-19	3	-10
COc1cccc(C2CC(C(F)(F)F)n3ncc(C(=O)NCc4ccco4)c3N2)c1 (configuration not stated)	-31	-1	21	1	-1	-8	-6	-19	-6	12	5
CCOC(=O)N1CCN(Cc2nc3c(c(=O)n(C)c(=O)n3C)n2CCC(C)C)CC1	2	2	-4	7	7	nt	7	-16	-5	7	6
CCOc1ccccc1N1CCN(C(=O)c2cc3ccccc3cc2OC)CC1	-10	nt	15	8	-6	44	6	-1	7	26	2
CC(NC(=O)Cc1ccc(Br)cc1)c1ccccc1 (configuration not stated)	-29	2	-6	6	-18	-3	-1	-6	2	-3	-6
CC(C)[C@H]1COCCS(=O)(=O)N1Cc1ccccc1-c1ccccc1	-2	nt	5	9	-22	0	-4	-1	-10	21	3
O=C(Nc1cccnc1)c1cc2c(s1)-c1ccccc1OC2	-4	0	-215	-51	-3	-31	2	-2	30	-224	-3
CCCCC(=O)Nc1cc([N+](=O)[O-])ccc1F	-5	5	10	-5	3	nt	11	5	-11	11	-1
C[C@H](CO)N1C[C@H](C)[C@@H](CN(C)Cc2ccc(C(F)(F)F)cc2)OCc2cnnn2CCCC1=O	5	nt	18	0	8	nt	-8	-6	0	7	10
O=C(Nc1cccc(Oc2ccccc2)c1)C1Cc2c(-c3ccccc3)ccnc2O1 (configuration not stated)	-16	nt	3	7	-3	nt	12	11	16	2	0
CC(=O)NC(Cc1ccc(F)c(F)c1)C(=O)NC1CCN(c2c(Cc3ccccc3)c(C)nc3ncnn23)CC1 (configuration not stated)	2	1	17	13	26	-2	1	-1	0	-4	-3
COc1ccc(OCCCC(=O)N2CCN(S(=O)(=O)c3cccc(F)c3)CC2)cc1	-4	4	4	-5	4	9	0	-5	-2	6	-5
O=C(C[C@H]1C[C@H](C(=O)N2CCOCC2)[C@@]2(CCC3CCCC3)c3[nH]c4ccc(Cl)cc4c3CCN2C1=O)NCCN1CCOCC1	18	nt	-17	-9	9	16	-10	16	1	50*	0
O=C(CCS(=O)(=O)c1ccc(Br)s1)NCc1ccccc1	11	2	2	-6	-25	-14	2	-4	-18	-4	-5
NC(=O)c1ccc(OCC(F)(F)F)nc1	4	0	15	-1	3	7	-8	4	5	-1	16
O=C(COc1ccc(Cl)cc1)Nc1ncc([N+](=O)[O-])s1	32	nt	-240	-30	-87	-12	48	57*	79*	-111	-49
Cc1cc(C(F)F)n2nc(C(=O)Nc3sc4c(c3C(N)=O)CCC4)nc2n1	8	2	-33	-16	-9	-8	-9	1	-15	-26	-1
Oc1c(C(c2ccccn2)N2CCOCC2)ccc2cccnc12 (configuration not stated)	1	6	10	-5	-11	3	-14	-8	-9	9	12
O=C(C1=C(O)C(=O)N(CCOCCO)C1c1ccccn1)c1cccs1 (configuration not stated)	3	-2	9	nt	6	-4	-16	-4	9	-3	-17
C=CCN1CCN(C(c2ccc(OC)c(OC)c2)c2nnnn2C(C)(C)C)CC1 (configuration not stated)	0	nt	16	-20	30	1	2	9	10	21	-2
Cc1cnc(C(=O)Nc2nccs2)cn1	-7	-1	-123	-23	-49	-18	-27	-7	-28	-129	7
CC(C)(C)C1CCc2c(sc(NC(=O)CSc3ncn[nH]3)c2C#N)C1 (configuration not stated)	18	-2	27	29	-60	8	-18	44	18	-7	-23
CC(C)NC(=O)N(C)C[C@H]1OCc2cnnn2CCCC(=O)N([C@@H](C)CO)C[C@H]1C	9	nt	2	-7	-20	nt	-5	0	3	-2	15

Fetched by structure from the list above (7):
SMILES	C8 TRAIL sens	NR2E3 ag-1	HIF-2a inh	Shn3 3UTR inh	NR2E3 ag-2	MITF TRPM1 inh	TROY NFkB inh	CF NFkB block	TWEAK Fn14 block	Peg3 promoter	KKLEB cytotox
Cc1cnc(C(=O)Nc2nccs2)cn1	-7	-1	-123	-23	-49	-18	-27	-7	-28	-129	7
CC(C)NC(=O)N(C)C[C@H]1OCc2cnnn2CCCC(=O)N([C@@H](C)CO)C[C@H]1C	9	nt	2	-7	-20	nt	-5	0	3	-2	15
CC(C)(C)C1CCc2c(sc(NC(=O)CSc3ncn[nH]3)c2C#N)C1 (configuration not stated)	18	-2	27	29	-60	8	-18	44	18	-7	-23
CCCCC(=O)Nc1cc([N+](=O)[O-])ccc1F	-5	5	10	-5	3	nt	11	5	-11	11	-1
O=C(Nc1cccnc1)c1cc2c(s1)-c1ccccc1OC2	-4	0	-215	-51	-3	-31	2	-2	30	-224	-3
Cc1cc(C(F)F)n2nc(C(=O)Nc3sc4c(c3C(N)=O)CCC4)nc2n1	8	2	-33	-16	-9	-8	-9	1	-15	-26	-1
O=C(COc1ccc(Cl)cc1)Nc1ncc([N+](=O)[O-])s1	32	nt	-240	-30	-87	-12	48	57*	79*	-111	-49

Additional structures.
SMILES	C8 TRAIL sens	NR2E3 ag-1	HIF-2a inh	Shn3 3UTR inh	NR2E3 ag-2	MITF TRPM1 inh	TROY NFkB inh	CF NFkB block	TWEAK Fn14 block	Peg3 promoter	KKLEB cytotox
NC(=O)c1cccc(C(N)=O)n1	15	0	9	-16	-18	9	8	4	7	26	9
CCCCCOc1ccc(C2C(C(=O)c3ccc(C)o3)=C(O)C(=O)N2c2cc(C)on2)cc1 (configuration not stated)	16	6	0	5	18	6	-5	-15	6	-49	9
COc1ccc(NC(=O)c2cccs2)cc1O	20	2	-185	-89	-67	-64	-22	-3	-24	-167	11
O=C(COC(=O)C12CC3CC(CC(Br)(C3)C1)C2)Nc1cccc(S(=O)(=O)N2CCOCC2)c1	-8	nt	14	38	21	10	19	-2	23	8	-18
CCCNC(=O)C(=O)NCCC1=CCCCC1	-16	0	-57	-11	-27	11	-32	-15	0	-41	9
c1cc(-c2sc(-c3ccncc3)c(-c3ccncc3)c2-c2ccncc2)ccn1	-21	-3	37	30	-30	nt	5	35	7	7	-27
NC(=O)c1ncn([C@@H]2O[C@H](CNCc3ccccc3OCc3ccc(Cl)cc3Cl)[C@@H](O)[C@H]2O)n1	-2	nt	6	-4	-29	12	-12	12	-17	-5	-17
CC(C(N)=O)N1C(=O)C2C3C=CC(C3)C2C1=O (configuration not stated)	-2	-2	-4	-25	9	14	-9	4	-2	-3	5
Cc1ccc(N2C(=O)CSC23C(=O)Nc2ccccc23)cc1 (configuration not stated)	-7	2	8	-2	-19	13	21	-4	3	5	-2
CCOC(=O)c1sc2nc(C)cc(C)c2c1NC(=O)c1ccco1	-4	-1	-2	-2	-4	-1	15	-3	9	2	-27
Cc1cc(S(=O)(=O)NCCN2CCOCC2)ccc1Cl	9	-2	15	21	-4	-35	5	-6	15	18	-11
CC(C)CNS(=O)(=O)c1ccc(CCC(=O)NCc2ccc(Cl)cc2)cc1	0	0	19	15	-21	-2	2	1	-6	2	0

This is a subset; count on the stated rates, not on these rows.
